Bioassay records: PubChem BioAssay, several laboratories
STAT1 act: activators of IFN-gamma induced STAT1 signaling; NIH 3T3 STAT1-luciferase reporter, luminescence; 100% = IFN-gamma alone, no compound; activation (% of control), % at 5.5 µM; 200,000 tested, 2.6% active; AID 932;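 active = activation above the screen-wide mean activation plus 3 SD, cut at about 130% in these data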;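 also: raw ratio to IFN-gamma control signal so 100% means no change and 0% no light; values of inactives mirror those of a sister screen read the other way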
STAT3 activator: activators of IL-6 induced STAT3 signaling. U3A cells, IL-6 STAT3-luciferase reporter, luminescence; 100% = signal with IL-6 EC80 alone. activation (% of control), % at 5.6 µM. 190,000 tested, 0.91% active;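 active = activation above the screen-wide mean of compound activation plus 3 SD, cut at about 130% in these data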;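 also: 0% = background luminescence of wells with medium and substrate only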
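Material: human U3A cells carrying STAT3-luciferase construct. Measured by: reporter luminescence signal. Timing: compound 1 h, then IL-6 6 h at 37 °C.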
FLuc inh counter: Photinus pyralis luciferase inhibition counter-screen. 200,000 tested, 1.5% active. P08659. ATPLite firefly luciferase biochemical luminescence, 10 min. inhibition, % at 10 µM;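 active = inhibition above about 50% when tested at 10 µM, limit read from the data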
Target sequence (P08659 whole entry, looked up): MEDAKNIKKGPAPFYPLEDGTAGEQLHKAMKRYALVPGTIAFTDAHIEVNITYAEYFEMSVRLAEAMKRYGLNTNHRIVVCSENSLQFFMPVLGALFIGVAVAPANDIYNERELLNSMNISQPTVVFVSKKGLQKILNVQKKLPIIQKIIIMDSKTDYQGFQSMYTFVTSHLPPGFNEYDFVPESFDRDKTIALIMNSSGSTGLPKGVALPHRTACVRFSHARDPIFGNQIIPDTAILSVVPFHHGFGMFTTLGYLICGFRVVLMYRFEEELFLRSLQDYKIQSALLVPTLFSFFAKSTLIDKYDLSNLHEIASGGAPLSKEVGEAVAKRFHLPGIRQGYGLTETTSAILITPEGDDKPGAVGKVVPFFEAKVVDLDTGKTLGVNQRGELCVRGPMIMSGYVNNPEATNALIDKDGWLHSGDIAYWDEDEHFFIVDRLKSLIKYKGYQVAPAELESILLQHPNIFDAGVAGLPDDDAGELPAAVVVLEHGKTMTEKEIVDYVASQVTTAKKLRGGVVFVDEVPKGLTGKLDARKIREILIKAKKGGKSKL
NF-kB expr up: raises NF-kB expression in human neuronal cells; AID 1239; 190,000 tested, 1.6% active; NF-kB reporter expression; active compounds read high; fold change at 12.5 µM; in the data active = fold change above about 3.3
STAT1 inh: reduces IFN-gamma driven STAT1 reporter signal; AID 920; inhibition, % at 5.5 µM; 200,000 tested, 0.35% active; NIH 3T3 STAT1-luciferase reporter, luminescence;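 active = inhibition above a set limit, the mean inhibition across all tested compounds plus 3 SD, cut at about 34% in these data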;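 also: 0% = IFN-gamma with DMSO and 100% = IFN-gamma with 300 µM nifuroxazide; values of inactives mirror those of a sister screen read the other way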
Hsp70 activator: transcriptional activators of Hsp70; activation, % at 10 µM; 200,000 tested, 0.04% active; AID 1203; HeLa Hsp70 promoter luciferase reporter, luminescence; scaled: vehicle 0, proteasome-inhibitor control 100%;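 active = activation above the mean across all tested compounds plus 3 SD, cutoff set per campaign, cut at about 5.5% in these data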;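 also: 100% = MG132 at 30 µM as the positive control and 0% = DMSO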
STAT3 inh: reduces IL-6 driven STAT3 reporter signal | AID 862 | U3A cells, IL-6 STAT3-luciferase reporter, luminescence; host cell line lacks STAT1 | inhibition, % at 5.5 µM | 190,000 tested, 0.89% active;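 active = inhibition above the mean inhibition across all screened compounds plus 3 SD, cut at about 44% in these data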;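 also: 0% = DMSO only wells and 100% = 100 µM nifuroxazide control wells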
APP 5'UTR act: activates APP 5'UTR luciferase reporter. 190,000 tested, 1% active. activation, % at 2 µM. SH-SY5Y APP 5'UTR luciferase reporter, luminescence; zero percent = DMSO vehicle wells;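 active = activation above a set limit, based on mean plus 3 SD of controls, cut at about 140% in these data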; also: values of inactives mirror those of a sister screen read the other way
RAM inhibit: inhibitors of the yeast RAM network; S. cerevisiae dse1pr::URA3 reporter, 5-FOA growth OD615, 2 d; analog-sensitive cbk1-as2 kinase mutant strain; inhibition, % at 50 µM; 190,000 tested, 1.8% active; AID 868;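 active = inhibition above a set limit, 3 SD over mean compound inhibition, cut at about 8.4% in these data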;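 also: 0% = DMSO-only wells with no growth and 100% = 10 µM 1-NA-PP1 full growth; inhibition rescues growth on 5-FOA so higher OD means more RAM inhibition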
APP 5UTR inh: APP translation inhibition; 190,000 tested, 0.82% active; inhibition, % at 2 µM; SH-SY5Y APP 5'UTR-luciferase reporter, luminescence;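 active = inhibition above a set limit, derived from the sample mean plus 3 SD, cut at about 45% in these data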; also: values of inactives mirror those of a sister screen read the other way
* marks the source's active call; other numbers are inactive results.

SMILES | STAT1 act | STAT3 activator | FLuc inh counter | NF-kB expr up | STAT1 inh | Hsp70 activator | STAT3 inh | APP 5'UTR act | RAM inhibit | APP 5UTR inh
NC(=O)CSc1nc2ccccc2c(=O)n1Cc1ccco1 | 98 | 98 | -3 | 1 | 1 | -0.2 | 5 | 12 | 1.9 | -12
COc1ccc(CCC(C)Nc2cccc(F)c2)cc1 (configuration not stated) | 110 | 95 | 5 | 1.2 | -11 | -0.2 | 16 | -14 | 0.8 | 14
COc1ccc(Oc2coc3cc(OC(=O)/C=C/c4ccccc4)ccc3c2=O)cc1 | 101 | 94 | -1 | 1.1 | -1 | -0.4 | 8 | 25 | 3.4 | -25
COc1ccc(Cl)cc1C(=O)n1nc(C)cc1C | 106 | 115 | -3 | 1.1 | -7 | 0.1 | -19 | -9 | -1.2 | 9
CCCCC(=O)Nc1cc(OCC)c(NC(=S)NC)cc1OCC | 101 | 98 | -1 | 1.4 | -3 | 0.0 | 8 | 0 | -1.1 | 0
Cc1ccc2c(c1)c1ncnc(N3CCC4(CC3)OCCO4)c1n2C | 120 | 135* | 6 | 1.8 | -22 | 0.2 | -34 | 46 | 0.7 | -46
O=c1[nH]c(CSc2nc(-c3ccc(F)cc3)cs2)nc2ccccc12 | 104 | 109 | -9 | 1 | -5 | 0.0 | -14 | -9 | 2.0 | 9
O=S(=O)(c1ccc2oc3ccc(S(=O)(=O)N4CCCCC4)cc3c2c1)N1CCCCC1 | 96 | 109 | -12 | 1 | 5 | -0.2 | -9 | 0 | 4.2 | 0
CC1(C)CC(NC(=O)c2c(N)no[n+]2[O-])CC(C)(C)N1 | 102 | 111 | 0 | 0.79 | -3 | 0.0 | -5 | 3 | 1.0 | -3
COc1ccc(C2=CC(c3sccc3C)n3nnnc3N2)cc1 (configuration not stated) | 106 | 98 | -2 | 1.9 | -6 | 0.4 | 6 | 104 | 3.2 | -104
N/C(=N\OC(=O)C12CC3CC(CC(C3)C1)C2)c1cccnc1 | 111 | 102 | 27 | 1.5 | -12 | 0.3 | 2 | 19 | 0.0 | -19
O=C(COC(=O)C1(c2ccc(Cl)cc2)CCCC1)N1CCc2ccccc21 | 92 | 104 | -4 | 0.86 | 9 | -0.1 | -6 | -20 | 5.8 | 20
COc1cc(OC)nc(/N=C/N(C)C)n1 | 100 | 108 | -4 | 1.1 | -1 | 0.0 | -5 | 1 | 0.6 | -1
CC(=O)c1cc2c(C)c(C(=O)c3ccccc3)oc2cc1O | 120 | 71 | 44 | 4* | -23 | 0.1 | 34 | 156* | 5.9 | -156
CCN(CCCNC(=O)CCCOc1cc(=O)n(C)c2ccccc12)Cc1ccccc1 | 97 | 91 | 2 | 1.2 | 2 | -0.1 | 12 | -3 | 0.6 | 3
Cc1cccc(/C=N/NC(=O)Cn2nc(C)cc2C)n1 | 109 | 98 | 1 | 0.88 | -10 | -0.1 | 5 | 12 | 1.0 | -12
O=C(NCN1C(=O)C2C3C=CC(C3)C2C1=O)Nc1nncs1 (configuration not stated) | 100 | 101 | -11 | 1.1 | 0 | -0.2 | 5 | 0 | 0.8 | 0
Cc1ccc(C(=O)O/N=C(\N)c2ccc(Br)cc2)cc1 | 137* | 91 | 30 | 3.8* | -40 | 0.1 | 18 | 36 | 4.0 | -36
O=C(CN1CCN(c2ccccn2)CC1)Nc1cccc(S(=O)(=O)N2CCCC2)c1 | 92 | 92 | 1 | 0.86 | 7 | -0.2 | 14 | -14 | 3.8 | 14
CCC1(C)CC(c2nc(-c3ccc(OC)cc3)cs2)CCS1 (configuration not stated) | 110 | 98 | -3 | 1.2 | -11 | -0.5 | 5 | 16 | 1.0 | -16
CC(=O)Nc1nc(SCc2ccc(Cl)cc2Cl)n[nH]1 | 102 | 102 | -6 | 1.2 | -2 | -0.2 | 3 | -13 | 2.6 | 13
c1ccc(-c2ccccc2OCc2nnc3n2CCC3)cc1 | 99 | 106 | -10 | 1.2 | 1 | 0.6 | -1 | 0 | 1.8 | 0
COc1ccc(-c2noc(CCC(=O)NCCCN3CCC(Cc4ccccc4)CC3)n2)cc1 | 100 | 84 | -3 | 0.46 | 0 | -0.3 | 23 | 4 | 0.2 | -4
CCOC(=O)C1=NN(C(=O)Nc2cccc(C(F)(F)F)c2)C2C(=O)N(c3cccc(C(F)(F)F)c3)C(=O)C12 (configuration not stated) | 99 | 99 | -1 | 1.1 | 1 | -0.2 | 7 | 1 | 7.5 | -1
O=C(CN1CCCCC1)Nc1ccc(F)c(Cl)c1 | 108 | 99 | -2 | 1.2 | -11 | 0.0 | 6 | -3 | 2.0 | 3

The list goes on; it opens with the 4 that closed the last part.
SMILES | STAT1 act | STAT3 activator | FLuc inh counter | NF-kB expr up | STAT1 inh | Hsp70 activator | STAT3 inh | APP 5'UTR act | RAM inhibit | APP 5UTR inh
c1ccc(-c2ccccc2OCc2nnc3n2CCC3)cc1 | 99 | 106 | -10 | 1.2 | 1 | 0.6 | -1 | 0 | 1.8 | 0
COc1ccc(-c2noc(CCC(=O)NCCCN3CCC(Cc4ccccc4)CC3)n2)cc1 | 100 | 84 | -3 | 0.46 | 0 | -0.3 | 23 | 4 | 0.2 | -4
CCOC(=O)C1=NN(C(=O)Nc2cccc(C(F)(F)F)c2)C2C(=O)N(c3cccc(C(F)(F)F)c3)C(=O)C12 (configuration not stated) | 99 | 99 | -1 | 1.1 | 1 | -0.2 | 7 | 1 | 7.5 | -1
O=C(CN1CCCCC1)Nc1ccc(F)c(Cl)c1 | 108 | 99 | -2 | 1.2 | -11 | 0.0 | 6 | -3 | 2.0 | 3
Cc1ccc(Oc2nc3ccccn3c(=O)c2/C=C(\C#N)C(=O)Nc2c(C)n(C)n(-c3ccccc3)c2=O)c(C)c1 | 97 | 99 | -4 | 2.2 | 4 | -0.3 | 5 | -5 | 0.4 | 5
CCOC(=O)c1c(C)[nH]c(N=Nc2ccccc2)c1C | 127 | 104 | -1 | 3.5* | -30 | 0.2 | 4 | 63 | 7.6 | -63
CCC(C(=O)OC)n1cnc2c(cnn2-c2ccc(Cl)cc2)c1=O (configuration not stated) | 102 | 96 | -5 | 1.2 | -3 | 0.3 | 10 | -1 | 2.4 | 1
CCCc1c(C)c2cccc(C)c2[nH]c1=O | 99 | 81 | -2 | 1.3 | 1 | -0.5 | 29 | 2 | -0.7 | -2
CC(=O)c1cccc(NC(=O)c2ccc(N(Cc3ccccc3)S(C)(=O)=O)cc2)c1 | 89 | 105 | -3 | 1.2 | 11 | -0.1 | -4 | -11 | 4.5 | 11
N/C(=N\OC(=O)COc1cc(Cl)c(Cl)cc1Cl)c1ccccn1 | 159* | 99 | 6 | 5.4* | -66 | 0.4 | 8 | 161* | 2.0 | -161
O=C(Nc1ccccc1-c1nnn(CC(=O)N2CCc3ccccc3C2)n1)C1CCC1 | 104 | 98 | -2 | 0.84 | 0 | 0.0 | 3 | -23 | 3.1 | 23
OCC1(Cc2ccccc2)CCN(C2CCN(c3ccccc3F)CC2)CC1 | 95 | 105 | -7 | 0.83 | 4 | 0.2 | -2 | -9 | 1.6 | 9
CCc1cc2cc(C)c(C)cc2nc1SCC(=O)NNC(=O)c1ccco1 | 100 | 93 | -2 | 0.9 | 0 | -0.1 | 19 | 22 | 3.2 | -22
Nc1ccc(C(=O)OCc2nc3ccccc3[nH]2)cc1 | 101 | 105 | 0 | 1 | -2 | 0.2 | -3 | 1 | 0.0 | -1
CC(=O)NN1C(=O)c2ccccc2NC1c1ccccn1 (configuration not stated) | 92 | 97 | -7 | 1.3 | 9 | -0.2 | 3 | -12 | 3.6 | 12
Cc1nc2scc(-c3ccccc3)c2c(=O)n1N=C1C=CC(=O)C=C1 | 128 | 92 | 16 | 0.76 | -31 | 0.9 | 11 | -80 | 1.3 | 80*
Cn1c(=O)c(C(=O)CN2CCc3ccccc32)c(N)n(Cc2ccccc2)c1=O | 87 | 102 | -8 | 0.79 | 14 | -0.1 | -8 | 5 | 3.0 | -5
Cc1[nH]c2ccccc2c1C(C[N+](=O)[O-])c1cccc(O)c1 (configuration not stated) | 92 | 111 | -3 | 1.1 | 9 | 0.2 | -3 | -14 | 0.9 | 14
c1ccc(CN2C3=NCCN3c3ccccc32)cc1 | 100 | 104 | -7 | 1.1 | -1 | 0.0 | 0 | 22 | -0.7 | -22
COC(=O)c1ccccc1N/C=C/C(=O)c1ccc(Br)cc1 | 123 | 96 | 1 | 1.9 | -25 | -0.2 | 2 | 25 | 2.6 | -25
Cc1ccccc1CSCCNC(=S)Nc1ccccc1 | 96 | 98 | -9 | 1.3 | 3 | -0.1 | 7 | 1 | 0.1 | -1
COc1ccc(S(=O)(=O)NCCCCCC(=O)O)cc1C(=O)O | 104 | 101 | -3 | 1 | -6 | -0.1 | 6 | 6 | 0.4 | -6
CCOC(=O)CC1C(=O)NCCN1S(=O)(=O)c1ccc(Cl)cc1 (configuration not stated) | 105 | 109 | -1 | 1.1 | -6 | 0.0 | -5 | 0 | 2.7 | 0
CSc1cnn(-c2ccccc2)c(=O)c1SC | 102 | 110 | -5 | 1 | -2 | -0.7 | -8 | 8 | -1.1 | -8
Cc1cc(NC(=O)c2ccc(Cl)cc2Cl)n(CCC#N)n1 | 105 | 105 | 9 | 1.1 | -6 | -0.2 | -5 | -12 | 0.7 | 12
CCOC(=O)C1=C(N)n2c(s/c(=C/c3ccco3)c2=O)=C(C(=O)OC)C1c1ccco1 (configuration not stated) | 102 | 85 | -4 | 1.4 | -2 | -0.1 | 25 | 3 | 8.1 | -3
CCCNC(=O)c1ccccc1NC(=O)CN(c1ccccc1OCC)S(C)(=O)=O | 94 | 100 | -10 | 0.99 | 6 | -0.4 | 3 | 5 | -0.1 | -4
COc1ccc(OC)c(Nc2ncnc3c2cnn3-c2ccccc2)c1 | 107 | 93 | -3 | 1.7 | -9 | -0.6 | 12 | 14 | 2.4 | -14
COc1ccc(-c2ccc(NCCC3=CCCCC3)nn2)cc1OC | 93 | 100 | -3 | 1.1 | 7 | -0.5 | 4 | 10 | 1.9 | -10

Other results:
SMILES | STAT1 act | STAT3 activator | FLuc inh counter | NF-kB expr up | STAT1 inh | Hsp70 activator | STAT3 inh | APP 5'UTR act | RAM inhibit | APP 5UTR inh
COc1c(C)cccc1C(=O)Nc1ccc(CN2CCOCC2)cc1 | 130* | 103 | 6 | 1.7 | -32 | -0.2 | -2 | 118 | -0.6 | -118
O=C(CSCc1ccccc1)Nc1ccc(F)c(F)c1 | 103 | 106 | -3 | 1.5 | -4 | -0.1 | -2 | 22 | -0.5 | -22
COc1ccc(NC(=O)c2noc3c2CCCCC3)cc1 | 169* | 91 | 24 | 6.7* | -78 | 0.1 | 18 | 166* | 1.3 | -166
Cc1ccccc1OCCC(=O)OCC(=O)Nc1cc(S(=O)(=O)N2CCOCC2)ccc1Cl | 104 | 99 | -5 | 1.1 | -6 | -0.1 | 2 | 21 | 8.4 | -21
Oc1ccc(N=Nc2nc(-c3ccccc3)c(-c3ccccc3)[nH]2)cc1 | 99 | 111 | -4 | 1.1 | 2 | -0.1 | -13 | -6 | 8.8* | 6
CC1CCN(C(=O)CNC(=O)Cn2ccc3ccccc3c2=O)CC1 | 96 | 99 | -5 | 1 | 5 | -0.3 | 7 | 6 | -0.2 | -6
